SENP6 block = SENP6 protease inhibition; Recombinant SENP6 catalytic domain, aminoluciferin luminescence; AID 2599; inhibition, % at 10 µM; 1.8% of 330,000 active; Q9GZR1;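 active = inhibition above about 50% at the single tested dose, limit read from the data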;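 note: plate controls were DMSO wells with enzyme for no effect and DMSO wells lacking enzyme for full effect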
PfG6PD inh = PfG6PD (Plasmodium falciparum) enzyme inhibition. PfGluPho enzyme, NADPH resazurin-diaphorase fluorescence. inhibition, % at 20 µM. 0.78% of 350,000 active;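 active = inhibition reaching at least a set limit at 20 µM in the primary screen, cut at about 59% in these data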;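 note: 0% = DMSO wells with substrate and 100% = DMSO wells lacking glucose-6-phosphate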
MPTP block = inhibitors of mitochondrial permeability transition pore; isolated mouse mitochondria, Ca2+ swelling absorbance, 30 min; inhibition, % at 10 µM; 1.4% of 360,000 active;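 active = inhibition of 50% or more, scaled per plate between neutral and stimulator controls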;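 note: 0% = DMSO wells given calcium and 100% = 1 mM EGTA wells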
GRIN3A LBD mod = modulates the human NR3A ligand-binding domain; 2.5% of 340,000 active; Tm shift relative to glycine control, % at 25 µM; AID 1259313; NR3A LBD differential scanning fluorimetry, Tm shift; 0% = protein alone, 100% = glycine-bound protein;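 active = melting temperature shift of at least 10% of the positive control shift, at one fixed dose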
HKDC1 inh = HKDC1 (human) hexokinase inhibition | AID 493160 | 0.16% of 340,000 active | Q2TB90 | recombinant HKDC1, G6PDH/diaphorase resazurin coupled fluorescence | inhibition, % at 20 µM;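 active = inhibition above about 35% when tested at 20 µM, limit read from the data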;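 note: plate controls were DMSO wells with enzyme for no effect and DMSO wells lacking enzyme for full effect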
Target sequence (Q2TB90 whole entry, looked up): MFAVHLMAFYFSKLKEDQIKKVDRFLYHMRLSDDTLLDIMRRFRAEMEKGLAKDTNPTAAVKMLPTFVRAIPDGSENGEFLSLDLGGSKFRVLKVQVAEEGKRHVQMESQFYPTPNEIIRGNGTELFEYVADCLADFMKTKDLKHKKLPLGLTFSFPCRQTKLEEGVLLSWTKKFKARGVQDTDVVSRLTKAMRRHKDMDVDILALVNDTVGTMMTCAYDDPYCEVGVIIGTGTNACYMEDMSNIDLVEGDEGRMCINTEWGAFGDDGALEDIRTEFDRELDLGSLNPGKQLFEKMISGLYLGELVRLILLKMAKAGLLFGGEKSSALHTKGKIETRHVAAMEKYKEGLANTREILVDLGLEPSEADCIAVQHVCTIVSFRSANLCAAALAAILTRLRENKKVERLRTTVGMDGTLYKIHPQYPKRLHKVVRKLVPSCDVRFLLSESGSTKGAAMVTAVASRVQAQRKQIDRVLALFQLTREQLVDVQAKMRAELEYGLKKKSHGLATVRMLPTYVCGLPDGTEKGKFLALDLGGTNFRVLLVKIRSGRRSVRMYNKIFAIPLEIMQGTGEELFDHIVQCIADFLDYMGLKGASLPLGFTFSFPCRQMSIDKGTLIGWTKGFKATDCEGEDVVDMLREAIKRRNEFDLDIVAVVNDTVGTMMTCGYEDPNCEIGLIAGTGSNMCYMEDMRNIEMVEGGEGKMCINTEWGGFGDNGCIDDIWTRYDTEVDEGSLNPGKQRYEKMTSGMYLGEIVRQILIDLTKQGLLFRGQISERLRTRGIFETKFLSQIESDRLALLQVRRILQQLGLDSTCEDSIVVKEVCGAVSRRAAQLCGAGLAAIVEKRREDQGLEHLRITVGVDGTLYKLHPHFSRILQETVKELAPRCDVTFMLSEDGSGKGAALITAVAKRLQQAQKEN
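System: Recombinant HKDC1 hexokinase | Amount: HKDC1 at 5 µg/mL | Reagent: Glucose with 1 mM ATP | Doses: Single 20 µM dose | Incubation: Reaction time 90 min, room temperature, protected from light | Signal: Coupled resazurin fluorescence, excitation 525 nm, emission 613 nm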
SENP7 block = blocks the human protease SENP7; AID 434973; recombinant SENP7, Z-RLRGG-aminoluciferin luminescence, 40 min; inhibition, % at 5 µM; Q9BQF6; 1.5% of 330,000 active;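 active = inhibition above about 50% at the single test dose, limit read from the data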;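 note: plate controls were DMSO with enzyme for no effect and no enzyme buffer wells for full effect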
SENP8 block = SENP8 (human) protease inhibition | Q96LD8 | recombinant SENP8, Nedd8 substrate fluorescence | inhibition, % at 20 µM | 0.64% of 360,000 active; in the data active = inhibition mostly above about 40%, no sharp cut-off; inactive = mostly below about 27%
ATG4B inhibitor = ATG4B (human) cysteine protease inhibition; Q9Y4P1; ATG4B cleavage of LC3-PLA2, NBD-HPC fluorescence, 1 h; inhibition, % at 8.33 µM; 0.51% of 340,000 active; in the data active = inhibition above about 40%
Starred values were filed as active, the others as inactive; i = inactive; x = no result given.

Fields – SENP6 block, PfG6PD inh, MPTP block, GRIN3A LBD mod, HKDC1 inh, SENP7 block, SENP8 block, ATG4B inhibitor
[1] CN(CC(=O)Nc1cccc(F)c1)C(=O)C1CCN(S(=O)(=O)c2ccc3c(c2)OCCO3)CC1
  -2, 7, -0.7, -3, 0, -5, 6, -7
[2] O=C(NC1CCCCC1)C(c1cccs1)N(C(=O)Cc1c[nH]c2ccccc12)c1ccc(F)cc1 (centres undefined)
  3, 3, 6.1, 1, 3, -4, 18, 5
[3] COc1ccc(-c2ccnc3ncnn23)cc1
  -2, -1, -1.1, 1, -4, 6, -440, -9
[4] CCOc1ccccc1NC(=O)Nc1ccc(Cl)cc1
  83*, 18, 90*, 5, 2, 72*, 14, 14
[5] CN(C)c1cc[n+](CC(=O)Nc2ccccc2C(F)(F)F)cc1
  3, -12, -0.2, -1, -6, 4, 7, 10
[6] CN(C)C(=O)c1cc(C(=O)c2c(F)cccc2F)c[nH]1
  -35, 10, 0.4, 1, -1, -14, 14, -8
[7] COc1ccc(CCc2ccnc3ccccc23)cc1
  x, 0, 4.4, 1, 0, x, 4, -14
[8] NS(=O)(=O)c1ccc(CCNC(=O)c2cc(-c3ccccc3)nc3ccccc23)cc1
  -10, 5, 0.9, -4, -5, -5, 0, -16
[9] O=C(O)c1cc(/C=C/c2ccc(N3CCOCC3)cc2)nc2ccccc12
  2, -1, -2.1, -1, 4, 69*, -418, -7
[10] CCn1cc(Cl)c(C(=O)Nc2cccc(CN3CCOCC3)c2)n1
  3, 2, -1.0, -1, 2, -5, 3, 1
[11] COc1ccc2[nH]c(=O)c(CN(C)C(=O)COc3ccccc3)cc2c1
  3, -6, -0.4, 3, 8, 19, -481, -17
[12] CC(=O)N1c2ccc(S(=O)(=O)NCCC(=O)NCCc3ccc(Cl)cc3)cc2CC1C (centres undefined)
  -3, 5, 1.1, 0, -5, -1, 5, 1
[13] CCOC(=O)N1CCN(C(=O)COc2cc(=O)n(C)c3ccccc23)CC1
  -4, 4, 0.5, -2, -4, 6, 2, 0
[14] Cc1ccc(OCCCC(=O)NCc2ccco2)cc1
  0, 1, 0.2, 2, -7, 1, 9, -2
[15] CC1C/C(=N\NC(=S)NCc2ccccc2)CC(C)(C)C1 (centres undefined)
  -8, -7, -0.3, -3, 2, 8, 6, 8
[16] CCN(Cc1ccccc1)CC(O)COc1ccccc1 (centres undefined)
  -30, -8, 46, -2, 7, -7, 8, 4
[17] COC(=O)c1ccc(C(=O)OC)c(NC(=O)c2cnc3n(c2=O)CCS3)c1
  -35, 0, 0.0, 0, -6, -4, -288, -10
[18] C#CCOCCOCCOCCNc1nc(N2CCOCC2)nc(N2CCN(C(=O)[C@H]([C@@H](C)O)n3cc(CCCCN)nn3)CC2)n1
  1, -11, 0.1, 0, 1, -2, 14, -7
[19] Cc1ccccc1CNCc1cccnc1
  -5, -6, 1.1, 5, -6, 5, 16, -3
[20] O=c1oc2ccccc2cc1-c1nc2c(s1)CCc1ccccc1-2
  -12, 31, 1.8, -3, 15, 1, -420, 21
[21] CN(C)CC(CCCCC(CN(C)C)C(=O)c1ccccc1)C(=O)c1ccccc1 (centres undefined)
  -8, 8, -0.3, -3, -4, -6, 31, 0
[22] COc1ccc(C(=O)Nc2ccc(O)c3c(=O)cc(-c4cccc(Cl)c4)oc23)cc1
  -27, -7, -2.0, -7, -3, -4, 15, -2
[23] COc1ccc(/C=C2/N=C(SC3CCOC3=O)N(c3cccc(OC)c3)C2=O)cc1 (centres undefined)
  -1, -8, -0.7, 1, 13, 3, -145, -9
[24] CC(C)CCNC(=O)NC(=O)COC(=O)/C=C/c1cnc2ccccc2n1
  -12, -15, 3.1, 11*, 5, 5, 4, -2
[25] COc1cccc(N/C(SCc2ccccc2F)=C(/C#N)C(=O)NCc2cccs2)c1
  -5, -7, 2.8, 1, 3, -4, 18, 24
[26] O=S(=O)(CCN1CCN(c2ccccn2)CC1)c1ccc(Cl)cc1Cl
  -33, -7, 2.8, 0, -4, -4, -6, -1
[27] CC(C)c1ccc2[nH]c(O)c(N=NC(=O)c3cccc(S(=O)(=O)N4CCCCC4)c3)c2c1
  7, -3, 5.0, 0, 6, 5, 19, -12
[28] NC(=O)CNc1n[nH]c(=S)[nH]c1=O
  -17, -18, -0.2, -1, -8, 2, 1, 1
[29] CS(=O)(=O)N1CCC2CC1c1cc(-c3ccccc3)ccc12 (centres undefined)
  x, -7, 0.1, -1, -3, x, 12, 10
[30] COc1cc(NC(=O)CSc2nnc3ccccn23)cc(OC)c1
  10, 7, -0.2, 0, -3, -7, -39, -3

Single records, from the list above. Order of values: SENP6 block, PfG6PD inh, MPTP block, GRIN3A LBD mod, HKDC1 inh, SENP7 block, SENP8 block, ATG4B inhibitor
`CCOC(=O)N1CCN(C(=O)COc2cc(=O)n(C)c3ccccc23)CC1` is listed as -4, 4, 0.5, -2, -4, 6, 2, 0
`COc1ccc(-c2ccnc3ncnn23)cc1` is listed as -2, -1, -1.1, 1, -4, 6, -440, -9
`O=C(O)c1cc(/C=C/c2ccc(N3CCOCC3)cc2)nc2ccccc12` is listed as 2, -1, -2.1, -1, 4, 69*, -418, -7
`CN(C)C(=O)c1cc(C(=O)c2c(F)cccc2F)c[nH]1` is listed as -35, 10, 0.4, 1, -1, -14, 14, -8

Next part
Fields – SENP6 block, PfG6PD inh, MPTP block, GRIN3A LBD mod, HKDC1 inh, SENP7 block, SENP8 block, ATG4B inhibitor
[31] COc1ccc(C)cc1NC(=O)C1CCN(S(=O)(=O)c2c(C)noc2C)CC1
  -17, 4, -1.3, 1, -5, 7, 0, -6
[32] CC(C)(C)OC(=O)C[C@@H]1C/C=C\C[C@@H](CC(=O)NCCO)C(=O)N2CCC[C@H]2COC1=O
  -3, 7, 0.2, 3, 0, -4, 33, -16
[33] COc1ccccc1NC(=O)COC(=O)c1ccccc1OCC(=O)Nc1ccc(SC(F)F)cc1
  -10, 22, 0.9, -10, -3, -4, 9, 1
[34] COc1ccc(-c2c(-c3ccc(OC)c(F)c3)c3ccccc3n2C)cc1
  -36, -2, 2.4, 0, 5, 6, i, -3
[35] O=C(N1CCCCCC1)N1CCN(C(=O)N2CCCCC2)CC1
  9, -7, 1.5, 0, -4, 1, 12, 7
[36] Cc1ccc(OC(=O)C2c3ccccc3Oc3ccccc32)cc1C
  0, -9, 0.4, 2, 2, 9, 20, 11
[37] c1cncc(CSc2ccc(-c3cccnc3)nn2)c1
  -4, -17, -1.4, -1, 0, -3, 15, 3
[38] COc1ccc(CNC(=O)CC2C[C@H](C(=O)N3CCOCC3)[C@@]3(C)c4[nH]c5ccccc5c4CCN3C2=O)cc1OC (some centres undefined)
  3, -2, -0.9, 3, -5, 4, 15, x
[39] c1ccc(-n2cnc3cc(NCc4cccs4)ccc32)cc1
  16, 34, -4.5, 3, 4, -2, -254, 7
[40] O=C(Oc1ccc(Nc2ncnc3ccccc23)cc1)c1cccnc1
  x, 41, 1.1, -14, -5, x, -25, -18
[41] Cc1ccc(N2C(=O)C(CC(=O)Nc3cccc(F)c3)N(C3CC3)C2=O)cc1 (centres undefined)
  -4, -10, 0.0, -2, -3, -2, 6, -5
[42] CC(C)CCn1nnnc1C(c1ccccc1)N1CCC(C(N)=O)CC1 (centres undefined)
  -2, -2, -0.9, 2, 3, 1, 22, -5
[43] CCOC(=O)C1=C2c3ccc4ccccc4c3CC(C)(C)N2C(=O)C1=O
  12, -11, -0.9, -3, 12, 2, 18, 9
[44] COc1ccc(Nc2nc(-c3c(C)nc4ncccn34)cs2)cc1
  x, 44, 7.2, -4, -4, x, -41, -12
[45] COc1ccc(N2CCN(C(CNC(=O)C(=O)NCc3ccncc3)c3ccco3)CC2)cc1 (centres undefined)
  -14, -2, 0.5, 0, -2, 10, 5, -5
[46] CCCc1ccc(S(=O)(=O)NCCc2ccncc2)cc1
  -6, -9, 8.3, 0, -15, -6, 14, -6
[47] COc1cc(C(=O)Oc2ccccc2N)cc(OC)c1OC
  -15, 18, -3.0, -1, -4, -3, 16, -6
[48] C[C@H](NC(=O)C1CC(=O)N(c2ccc3c(c2)OCCO3)C1)C(=O)N1CCC(C(=O)O)CC1 (some centres undefined)
  -11, -7, 0.0, -1, -5, -10, 4, 0
[49] CCN(CC(=O)Nc1ccc2c(c1)OCCO2)Cc1cc(=O)oc2c(C)c(C)ccc12
  -2, -3, -0.1, 0, -4, 4, 12, 3
[50] O=C1CC(c2ccccc2)CC(O)=C1C=NCCCN1CCOCC1 (centres undefined)
  -2, 3, 0.9, 0, -13, 7, 0, 21
[51] Cc1[nH]n(-c2ccccc2)c(=O)c1N=Nc1ccc2c(c1)OCCO2
  -12, 7, -1.1, -24, 14, -8, 33, -7
[52] COc1ccc(C(=O)O/N=C(/c2ccccc2)c2ccncc2)cc1OC
  -18, -4, 0.2, -1, -9, -7, 3, -8
[53] Cc1nnc(NC(=O)c2sc3ccccc3c2Cl)s1
  47, 50, -2.5, -26, 0, 1, -41, -16
[54] CSc1cnn(-c2ccccc2)c(=O)c1SC
  -19, 2, -0.9, -1, 4, -4, 13, 10
[55] CC(=O)Nc1cccc(NC(=O)C2C3C=CC(C3)C2C(=O)O)c1 (centres undefined)
  -5, -11, -2.2, 0, -5, 1, 14, 0
[56] CC(=O)Nc1ccc(NC(=O)C(C)OC(=O)c2ccc3[nH]c(C)c(C)c3c2)cc1 (centres undefined)
  5, 5, 1.1, -5, 8, 0, -76, 1
[57] O=C(OCC(=O)C12CC3CC(CC(C3)C1)C2)c1ccc(O)cc1O
  -21, 2, 0.5, 29*, -5, 8, 4, 4

Arranged by value in ATG4B inhibitor (descending): 7 of the compounds above
item	mol	SENP6 block	PfG6PD inh	MPTP block	GRIN3A LBD mod	HKDC1 inh	SENP7 block	ATG4B inhibitor
50	O=C1CC(c2ccccc2)CC(O)=C1C=NCCCN1CCOCC1 (centres undefined)	-2	3	0.9	0	-13	7	21
36	Cc1ccc(OC(=O)C2c3ccccc3Oc3ccccc32)cc1C	0	-9	0.4	2	2	9	11
37	c1cncc(CSc2ccc(-c3cccnc3)nn2)c1	-4	-17	-1.4	-1	0	-3	3
42	CC(C)CCn1nnnc1C(c1ccccc1)N1CCC(C(N)=O)CC1 (centres undefined)	-2	-2	-0.9	2	3	1	-5
46	CCCc1ccc(S(=O)(=O)NCCc2ccncc2)cc1	-6	-9	8.3	0	-15	-6	-6
51	Cc1[nH]n(-c2ccccc2)c(=O)c1N=Nc1ccc2c(c1)OCCO2	-12	7	-1.1	-24	14	-8	-7
32	CC(C)(C)OC(=O)C[C@@H]1C/C=C\C[C@@H](CC(=O)NCCO)C(=O)N2CCC[C@H]2COC1=O	-3	7	0.2	3	0	-4	-16

Screen by screen, quoted from above.
Nos. 27–34 in GRIN3A LBD mod, in turn: 0, -1, -1, 0, 1, 3, -10, 0
Nos. 27–34 in ATG4B inhibitor, in turn: -12, 1, 10, -3, -6, -16, 1, -3
Nos. 27–34 in PfG6PD inh, in turn: -3, -18, -7, 7, 4, 7, 22, -2

Screening results from PubChem BioAssay.
